Compound activity deposited in PubChem by National Center for Advancing Translational Sciences (NCATS).
Pin1 inh = blocks the human prolyl isomerase Pin1 | AID 504891 | Potency, µM (highest dose often 115 µM), inactives show top-dose activity, negative = inhibition, most hits filed as inhibitors | Pin1 FP peptide displacement, HiFluor488, 10 min | Q13526 | 390,000 tested, 0.009% active; active means well fitted inhibition curve with a large enough effect in the polarisation, with a control signal flat, not every such curve was filed as active; inconclusive means small, poorly fitted or top-dose-only effect, or effect the other way, or a change in a side signal; inactive means no such curve, though single readings can be large or run the other way; the % refers to the polarisation; further: potency means the concentration at half of the fitted maximal effect; on the % scale 0 is the no-effect control and ±100 the full control effect
Target sequence (Q13526 whole entry, looked up): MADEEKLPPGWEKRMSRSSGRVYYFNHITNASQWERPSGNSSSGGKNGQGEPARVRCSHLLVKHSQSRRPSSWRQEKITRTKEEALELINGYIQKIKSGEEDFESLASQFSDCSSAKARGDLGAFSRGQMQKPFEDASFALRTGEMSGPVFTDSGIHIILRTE
ERG-DNA inh = inhibitors of human ERG Ets domain-DNA interaction | Potency, µM (highest dose often 76.9 µM), inactives show at the highest dose FP activity, negative = inhibition, usual class: inhibitors | fluorescence polarization, His-ERG Ets domain / labelled DNA | 370,000 tested, 0.028% active | P11308; active means well fitted inhibition curve with a large enough effect in the polarisation, with a control signal flat; inconclusive means small, poorly fitted or top-dose-only effect, or effect the other way, or a change in a side signal; inactive means no such curve, though single readings can be large or run the other way; the % refers to the polarisation;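 further: polarization taken with two DNA probes labelled with fluorescein and Texas red; potency means the concentration at half of the fitted maximal effect; % of control where 0% means no effect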
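His-tagged ERG Ets domain (1 uM in the protein solution; 300mM KCl, 50mM Tris-HCl, 1mM EDTA, 1mM DTT, pH 7.5) received compound, then a probe mix of 5 nM fluorescein-DNA and 100nM Texas-615-DNA. Fluorescence polarization was read for both dyes.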
PI4K2A inh = inhibitors of human PI4K2A. purified PI4K2A, ADP-Glo luminescence, 1 h; hits give low values. activity change, negative = inhibition, % at 76.9 µM. 420,000 tested, 0.13% active; in the data active means activity change below about -50%; inconclusive means mostly about -30% to -49%;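 further: -100% = wells without enzyme as full effect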
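ADP-Glo luminescence measured ADP generated by PI4K2A enzyme (4 ug/mL before mixing) with 1.2 mM PI substrate (pre-mix) and 300 microM ATP (pre-mix). Tris pH7.5 buffer with MgCl2, Triton X-100; 1 h reaction at ambient temperature.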
GLS inh = blocks human kidney-isoform glutaminase activity; O94925; GLS enzymatic activity, qHTS titration; Potency, µM (titrated, usually from 45.5 µM), without a hit: at the top dose activity change, negative = inhibition, usual class: inhibitors; 410,000 tested, 0.21% active; AID 624170; further: potency means the concentration at half of the fitted maximal effect; on the % scale 0 is the no-effect control and ±100 the full control effect
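Assay buffer: 45 mM KH2PO4 pH 8.2, 0.02% Tween-20. hKGA acts on L-glutamine (1 mM solution added); product glutamate is reported by an oxidase/peroxidase Amplex Red coupling, with fluorescence taken at baseline and 30 min.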
PGK inhibitor = inhibitors of T. brucei phosphoglycerate kinase | P07378 | 380,000 tested, 0.043% active | AID 602233 | Potency, µM (top dose mostly 57.5 µM), for the others: top-dose activity change, negative = inhibition, most hits filed as inhibitors | PGK/GAPDH coupled, Kinase-Glo luminescence, 60 min; further: potency means the concentration at half of the fitted maximal effect; on the % scale 0 is the no-effect control and ±100 the full control effect; nearly all actives have a fitted effect of over 60% in size
Target sequence (P07378 whole entry, looked up): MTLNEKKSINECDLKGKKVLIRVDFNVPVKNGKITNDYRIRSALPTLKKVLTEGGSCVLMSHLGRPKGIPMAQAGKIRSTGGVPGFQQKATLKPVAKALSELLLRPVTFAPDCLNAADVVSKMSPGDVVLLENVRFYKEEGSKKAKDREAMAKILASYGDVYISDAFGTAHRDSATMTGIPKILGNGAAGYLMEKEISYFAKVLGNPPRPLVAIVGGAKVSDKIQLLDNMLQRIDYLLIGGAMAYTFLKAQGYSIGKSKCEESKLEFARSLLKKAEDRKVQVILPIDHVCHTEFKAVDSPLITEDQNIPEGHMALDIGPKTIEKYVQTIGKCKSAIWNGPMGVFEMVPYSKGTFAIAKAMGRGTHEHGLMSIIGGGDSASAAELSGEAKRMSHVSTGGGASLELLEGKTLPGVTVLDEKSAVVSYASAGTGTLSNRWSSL
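Luminescent ATP detection (Kinase-Glo Plus) follows a 60-minute room-temperature incubation, with wells lacking PGK as controls. Buffer: 100 mM TEA (pH 7.6), 5 mM MgCl2, 0.01% Tween-20. Coupling enzyme GAPDH (100 nM final) supplies unstable 1,3-BPG in-well.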
HP1b binding inh = blocks HP1-beta chromodomain binding to methylated histone tails; AID 540317; 390,000 tested, 0.56% active; P83916; AlphaScreen HP1-beta / biotin-H3K9me3 peptide binding; Potency, µM (highest dose often 114 µM), without a hit: top-dose activity change, negative = inhibition, hits mostly inhibitors; further: potency means the concentration at half of the fitted maximal effect; nearly all actives have a fitted effect of over 70% in size; inactives centre near 23
Target sequence (P83916 whole entry, looked up): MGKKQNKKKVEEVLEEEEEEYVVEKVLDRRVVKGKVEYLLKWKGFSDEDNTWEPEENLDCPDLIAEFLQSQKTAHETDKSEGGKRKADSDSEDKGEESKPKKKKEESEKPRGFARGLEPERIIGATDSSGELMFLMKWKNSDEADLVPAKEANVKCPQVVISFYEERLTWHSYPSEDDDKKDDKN
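Compound inhibition of the preformed complex between 50 nM HP1-beta and 50 nM biotinylated H3K9me3 peptide was read by AlphaScreen. Buffer was PBS pH 7.4 with 0.01% Tween-20. Incubations ran 30 min at room temperature, with 10 ug/mL donor/acceptor beads.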
JMJD2A Tudor = blocks the human JMJD2A Tudor domain; Potency, µM (top dose mostly 114 µM), inactives show at the highest dose activity change, negative = inhibition, hits mostly inhibitors; AlphaScreen JMJD2A-Tudor / H3K4me3 peptide binding; O75164; 390,000 tested, 4.4% active; further: potency means the concentration at half of the fitted maximal effect; on the % scale 0 is the no-effect control and ±100 the full control effect; nearly all actives have a fitted effect of over 50% in size
BAZ2B inh = blocks human BAZ2B; Q9UIF8; AlphaScreen BAZ2B-H3K14Ac peptide displacement; Potency, µM (highest dose often 114 µM), for the others: at the highest dose activity change, negative = inhibition, hits mostly inhibitors; 360,000 tested, 4.4% active; further: potency means the concentration at half of the fitted maximal effect; on the % scale 0 is the no-effect control and ±100 the full control effect; nearly all actives have a fitted effect of over 60% in size
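Multi-concentration screen (max 110 uM) measuring displacement of acetylated histone H3 peptide from BAZ2B by AlphaScreen, using 50 nM protein, 50 nM peptide and 10 ug/mL streptavidin donor plus Ni-chelate acceptor beads.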
G9a block = inhibitors of human histone lysine methyltransferase G9a; Q96KQ7; G9a H3K9 monomethylation, AlphaScreen, 2 h; Potency, µM (top dose mostly 102 µM), inactives show at the highest dose activity, negative = inhibition, usual class: inhibitors; 350,000 tested, 8.8% active; AID 504332; further: potency means the concentration at half of the fitted maximal effect; on the % scale 0 is the no-effect control and ±100 the full control effect; nearly all actives have a fitted effect of over 75% in size
Target sequence (Q96KQ7 913-1193 limits assumed): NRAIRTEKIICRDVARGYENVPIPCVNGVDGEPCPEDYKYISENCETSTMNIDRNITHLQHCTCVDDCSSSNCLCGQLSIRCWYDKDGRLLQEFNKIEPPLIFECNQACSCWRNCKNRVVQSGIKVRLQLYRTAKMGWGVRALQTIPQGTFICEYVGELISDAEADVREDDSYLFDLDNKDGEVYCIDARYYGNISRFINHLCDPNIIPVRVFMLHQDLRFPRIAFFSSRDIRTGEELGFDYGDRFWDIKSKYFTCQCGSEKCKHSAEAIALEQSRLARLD
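Readings reflect AlphaScreen signal from monomethyl-H3K9 antibody detection. HMT at 20 nM; substrate b-H3K9 500 nM; cofactor SAM 20 uM; 2 h RT reaction; compounds tested as titrations in qHTS with 15 min preincubation.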
* = called active by the depositor; i = inactive; ? = inconclusive; · = not tested or not shown; [ ] = dose if it differs, or a comment. Unless noted, the call rests on the fitted dose curve; in most records, active means well fitted curve in the direction sought with a large enough effect; inconclusive means small, poorly fitted or top-dose-only effect, or another doubt; inactive means no such curve, though single readings can be large; an effect the other way counts as inactive or inconclusive. Random draw from the library. Share with any hit: about 11%.

SMILES | Pin1 inh | ERG-DNA inh | PI4K2A inh | GLS inh | PGK inhibitor | HP1b binding inh | JMJD2A Tudor | BAZ2B inh | G9a block
C/C(=N/NC(=O)c1ccc(Cl)s1)c1cccnc1 | -4.7% | 0.1% | 4.7 | 11.5% | -8.7% | 36.8% | -9.7% | -27.8% | 1.9%
CNC(=O)c1c(NC(=O)C2=COCCO2)sc2c1CCN(C(=O)OC)C2 | -1.8% | -3.7% | -5.4 | 0.3% | -0.4% | 28.6% | -12.4% | -8.5% | 4.3%
CSc1nnc(N2C(=O)C(O)=C(C(=O)c3ccco3)C2c2cccc(Cl)c2)s1 (stereo unspecified) | -19.2% | -2.2% | 0.6 | ? | -3.5% | 32.9% | ? | 79.4µM* | ·
CCOC(=O)c1ccc(NC(=O)NCc2ccccc2OC)cc1 | 2.1% | -10.2% | 3.2 | -13.4% | i | 9.1% | -9.1% | -0.6% | ·
COc1ccc(Cl)cc1Nc1nc(-c2cccnc2)cs1 | -0.6% | -4.1% | 3.2 | -8.6% | -2.6% | 26.0% | -13.0% | ? | ·
COc1ccccc1C(=O)NC(CCSC)C(=O)NNC(=O)c1ccccc1C (stereo unspecified) | 3.9% | -0.3% | 3.2 | 6.3% | 3.6% | 17.2% | -0.7% | 11.3% | 25.8%[0.501 µM]
Cc1nc(N2CCOCC2)nc(N2CCN(c3ccccc3)CC2)c1[N+](=O)[O-] | -2.8% | 2.1% | 0.5 | 14.4% | i | ? | ? | -36.8% | -1.6%
Cc1ccc(-c2ccc3nnc(SCC(N)=O)n3n2)cc1 | -5.7% | -17.6% | -7.1 | 2.5% | i | 39.1%[activator] | 2.4% | -11.0% | 44.7µM*
Cc1cc(C)nc(NC(=NCCc2c[nH]c3ccccc23)NC(=O)Nc2cccc([N+](=O)[O-])c2)n1 | 6.2% | · | -7.5 | 1.3% | i | 25.1% | -10.7% | -8.7% | -42.4%[59 µM]
Cc1c(Cl)c(-c2n[nH]c(=S)n2-c2ccccc2)nn1C | 3.1% | -3.9% | 0.0 | -5.3% | i | 28.4% | 4.47µM* | 1.7% | 8.91µM*
CCN(CC)c1ccc(NC(=O)COC(=O)CSc2ccc(Br)cc2C)cc1 | -0.8% | 19.5% | -3.6 | 22.7% | -2.0% | 15.8µM* | 17.8µM* | 10µM* | 8.91µM*
COc1ccc(Cl)cc1NC(=O)CN(C)C(=O)c1ccc(N2CCCCC2)c([N+](=O)[O-])c1 | -2.6% | -11.5% | 2.3 | -3.3% | -10.4% | ? | ? | ? | 7.94µM*
Cc1cc2ncn(CS(C)(=O)=O)c2cc1C | -0.1% | 2.8% | 2.6 | 12.3% | -5.5% | 15.9% | -14.1% | 1.7% | 9.6%
COc1ccc(S(=O)(=O)Nc2ccc(-c3ccc4nncn4n3)cc2)c(OC)c1 | 6.5% | 0.7% | -1.8 | 3.7% | -2.5% | ? | -15.1% | 3.8% | 10µM*
COc1cccc(OC)c1Cn1nnc2c(=O)[nH]c(C3CCN(C(=O)c4ccccc4)CC3)nc21 | -1.3% | 8.3% | 2.0 | 5.2% | 3.0% | 41.9%[activator] | -0.3% | -5.1% | -33.8%[59 µM]
CCCCc1nc2ccccc2c(NC(=O)CNC(C)(C)C)c1CCC | 5.2% | -7.4% | -7.3 | -3.2% | -5.2% | -21.4% | 10µM* | 50.1µM* | 8.91µM*
O=C(N/N=C/c1ccccc1O)C(=O)N1CCCCCC1 | -3.7% | 4.4% | 0.1 | 20.2% | -9.7% | 50.9%[activator] | ? | 79.4µM* | 77.2%[activator]
COc1ccccc1Cn1c(=S)[nH]c2cc(C(=O)NCc3cccnc3)ccc2c1=O | 0.4% | 4.3% | -2.1 | 29.0% | 6.8% | 25.8% | -23.1% | 3.0% | ?
O=C(N/N=C/c1cccs1)c1[nH]ncc1Br | 1.7% | -9.8% | -10.0 | 2.4% | -13.9% | 49.1%[activator] | -7.4% | -19.7% | ·
O=C(COc1coc(CN2CCN(c3ccc(F)cc3)CC2)cc1=O)NCC1CCCO1 (stereo unspecified) | ? | 60.2%[activator] | -2.1 | 0.0% | 7.2% | 35.8% | -9.0% | -20.3% | ?

Some of these compounds in order of their number in G9a block, largest number first:
SMILES | Pin1 inh | ERG-DNA inh | PI4K2A inh | GLS inh | PGK inhibitor | HP1b binding inh | JMJD2A Tudor | BAZ2B inh | G9a block
COc1ccc(S(=O)(=O)Nc2ccc(-c3ccc4nncn4n3)cc2)c(OC)c1 | 6.5% | 0.7% | -1.8 | 3.7% | -2.5% | ? | -15.1% | 3.8% | 10µM*
CCCCc1nc2ccccc2c(NC(=O)CNC(C)(C)C)c1CCC | 5.2% | -7.4% | -7.3 | -3.2% | -5.2% | -21.4% | 10µM* | 50.1µM* | 8.91µM*
COc1ccc(Cl)cc1NC(=O)CN(C)C(=O)c1ccc(N2CCCCC2)c([N+](=O)[O-])c1 | -2.6% | -11.5% | 2.3 | -3.3% | -10.4% | ? | ? | ? | 7.94µM*

(list continues)
SMILES | Pin1 inh | ERG-DNA inh | PI4K2A inh | GLS inh | PGK inhibitor | HP1b binding inh | JMJD2A Tudor | BAZ2B inh | G9a block
COc1cc(/C=N/NC(=Nc2ccc(C)cc2)c2nc3ccccc3s2)ccc1O | 9.4% | -2.0% | -10.5 | -26.5% | -10.3% | 0.0% | ? | 44.7µM* | 14.1µM*
COc1cc2c(cc1OC)CN(C(=O)c1cc(S(=O)(=O)N3CCOCC3)ccc1Cl)CC2 | -3.2% | 6.8% | -6.0 | 11.0% | -2.6% | 20.2% | ? | -13.9% | 50.1µM*
O=C(O)c1cccc(NC(=O)c2ccc3c(c2)C(=O)N(Cc2ccco2)C3=O)c1 | -9.1% | -9.7% | -4.4 | ? | -4.1% | 24.6% | -12.6% | ? | ·
CCOC(CC(=O)NNC(=O)c1c(-c2ccccc2Cl)noc1C)OCC | 3.0% | -9.3% | 3.3 | 7.2% | -0.7% | 30.4%[activator] | -7.7% | 4.7% | 11.4%[59 µM]
COc1cc(C(=O)Nc2cccc(C)c2C)c(Br)c(OC)c1OC | -0.1% | -5.8% | -4.1 | 1.0% | -8.6% | 48.7%[activator] | -9.6% | -17.0% | 1.5%
Cc1nc(SCc2nc3c(F)cccc3[nH]2)c2oc3ccccc3c2n1 | ? | · | -3.6 | 4.0% | -3.8% | 29.3% | 79.4µM* | · | ·
COc1ccc(OC)c(NC(=O)COC(=O)c2n[nH]c3ccccc23)c1 | 2.4% | 8.9% | -1.0 | 3.2% | -1.2% | 23.6% | -27.2% | -27.5% | -9.7%[59 µM]
Cn1ncc([N+](=O)[O-])c1C(=O)Nc1ccccc1 | -2.4% | -5.4% | 1.5 | 2.0% | 3.2% | 16.9% | -15.6% | -4.2% | -6.8%
O=C(NC(=S)Nc1ccc(C(=O)N2CCOCC2)cc1)c1ccc([N+](=O)[O-])cc1 | -5.4% | -2.2% | -3.3 | 16.6% | -3.9% | ? | ? | 4.6% | ·
COc1ccc(S(=O)(=O)N2CCOC23CCN(S(=O)(=O)c2cc(C)ccc2OC)CC3)cc1 | -3.2% | -2.3% | -4.0 | -15.9% | i | 37.6% | 0.0% | 3.4% | ?
COC(=O)c1sc(-c2ccc(C(C)(C)C)cc2)cc1NC(=O)c1ccccc1C(=O)O | · | 12.9% | -3.3 | -4.1% | -15.4% | 53.6%[activator] | -26.4% | 79.4µM* | -49.7%
Cc1ccc(NC(=O)Cn2c(=O)n(CCCCC(=O)NCc3ccccc3Cl)c(=O)c3ccccc32)cc1C | -2.3% | 9.4% | -0.1 | -2.9% | -4.5% | 16.8% | -17.4% | -0.5% | -5.4%[59 µM]
CC1CCC(NC(=O)c2cccc(S(=O)(=O)N3CCN(c4ccccc4)CC3)c2)CC1 (stereo unspecified) | -1.4% | -10.2% | -4.7 | -18.6% | -7.8% | 27.5% | -8.9% | -2.9% | ?
COc1ccc(N2CC(NC(=O)COc3ccc(F)cc3)CC2=O)cc1OC (stereo unspecified) | -0.2% | -10.2% | 2.8 | -12.0% | · | 10.4% | -12.3% | -16.2% | 1.7%[59 µM]
CCN(CC)CCSc1nnc2c3ccccc3n(Cc3ccccc3)c2n1 | 8.7% | 1.3% | 1.5 | 2.2% | 6.2% | 20.2% | -22.5% | -18.2% | -30.3%[12.7 µM]
CS(=O)(=O)N1N=C(c2ccco2)CC1c1ccco1 (stereo unspecified) | 3.7% | 12.5% | -11.7 | -16.7% | 4.3% | 20.4% | -35.4% | 50.1µM* | 70.8µM*
COc1ccc(-c2cc(-c3ccccc3)c(C#N)c(=S)[nH]2)cc1 | -1.6% | 1.8% | 1.1 | 11.4% | 2.4% | -0.5% | -22.8% | -18.7% | -3.0%
O=C(COc1ccccc1)NNC(=S)NC(=O)c1ccc(Cl)cc1Cl | 2.5% | -5.8% | -5.7 | 17.7% | 6.6% | -0.4% | -21.8% | -2.5% | 1.41µM*
COCc1cc(C)nc(N2CCCCC2)c1C#N | 2.7% | 1.3% | -3.3 | -8.0% | -4.9% | 66.3%[activator] | 20.5% | 30.4% | -2.9%[59 µM]
CCOC(=O)C1Sc2ccccc2NC1=O (stereo unspecified) | -5.4% | 3.4% | 1.2 | -9.4% | 3.4% | 38.1% | -7.6% | -0.1% | 14.5%
